Screens deposited in PubChem by National Center for Advancing Translational Sciences (NCATS).
ALOX12 inh – ALOX12 (human) lipoxygenase inhibition. P18054. purified 12hLO, xylenol orange hydroperoxide absorbance. Potency, µM (titrated, usually from 108 µM), without a hit: at the top dose activity change, negative = inhibition, hits mostly inhibitors. actives 1.1% (n = 580,000); also: potency is read from the fitted curve at half-maximal effect; % is scaled to controls: 0 for no effect and ±100 for the full control effect
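Purified human 12hLO at 150 nM in 25 mM Hepes, 0.01% Triton X-100, pH 7.0, preincubated 15 min at room temperature with compound. Reaction started with 40 uM arachidonic acid, 30 min at room temperature. Hydroperoxide measured by Fe-xylenol orange, 573/405 nm absorbance ratio.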
Pol iota inh – DNA polymerase iota (human) inhibition | Potency, µM (top dose mostly 115 µM), without a hit: top-dose activity, negative = inhibition, most hits filed as inhibitors | Q9UNA4 | AID 588590 | Pol iota fluorescent replication assay, 10 min | actives 1% (n = 390,000); also: potency is read from the fitted curve at half-maximal effect
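Fluorescent replication assay read twice, at 0 min and 10 min after adding 50 nM (final) substrate. Enzyme (10 nM) and compounds were first incubated 15 min at room temperature; enzyme-free buffer wells were negative controls.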
Anesthetic bind – candidate novel general anesthetic via apoferritin binding; P02791; apoferritin/1-aminoanthracene competitive binding, fluorescence; Potency, µM (doses to about 77.5 µM), inactives show at the highest dose activity change, negative = displacement, hits mostly inhibitors; actives 0.074% (n = 350,000); AID 485281; also: potency is read from the fitted curve at half-maximal effect; % is scaled to controls: 0 for no effect and ±100 for the full control effect; nearly all actives have a fitted effect of over 20% in size
Target sequence (P02791 2-175 limits assumed): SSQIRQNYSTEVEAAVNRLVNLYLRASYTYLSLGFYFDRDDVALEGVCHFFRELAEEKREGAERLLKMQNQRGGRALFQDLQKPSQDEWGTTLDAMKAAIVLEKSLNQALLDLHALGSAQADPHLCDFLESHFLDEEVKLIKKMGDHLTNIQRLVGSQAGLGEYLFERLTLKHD
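Steps: apoferritin (10 uM) was premixed with half-saturated 1-AMA in PBS, compounds were pin-transferred, plates stood 10 min at room temperature, fluorescence was read at 380/535 nm, and curves were fitted with a Hill equation.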
Pol beta inh – inhibitors of human DNA polymerase beta | Pol beta primer extension/strand displacement, fluorescence kinetic | Potency, µM (doses to about 114 µM), without a hit: top-dose activity change, negative = inhibition, actives largely listed as inhibitors | actives 1.3% (n = 340,000) | AID 485314; also: potency is read from the fitted curve at half-maximal effect; % is scaled to controls: 0 for no effect and ±100 for the full control effect
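Curves were derived by four-parameter Hill fits of normalized qHTS data. The kinetic fluorescent primer-extension read was taken at 0 and 10 min after 50 nM substrate, following a 15 min room-temperature preincubation of 10 nM enzyme with compounds.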
ERG-DNA inh – ERG Ets/DNA interaction inhibition; actives 0.028% (n = 370,000); P11308; Potency, µM (series often up to 76.9 µM), inactives show at the highest dose FP activity, negative = inhibition, usual class: inhibitors; fluorescence polarization, His-ERG Ets domain / labelled DNA; active = well fitted inhibition curve with a large enough effect in the polarisation, with a control signal flat; inconclusive = small, poorly fitted or top-dose-only effect, or effect the other way, or a change in a side signal; inactive = no such curve, though single readings can be large or run the other way; the % refers to the polarisation;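 also: polarization taken with two DNA probes labelled with fluorescein and Texas red; potency is read from the fitted curve at half-maximal effect; % of control where 0% means no effect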
Target sequence (P11308 whole entry, looked up, the tested form may be a part): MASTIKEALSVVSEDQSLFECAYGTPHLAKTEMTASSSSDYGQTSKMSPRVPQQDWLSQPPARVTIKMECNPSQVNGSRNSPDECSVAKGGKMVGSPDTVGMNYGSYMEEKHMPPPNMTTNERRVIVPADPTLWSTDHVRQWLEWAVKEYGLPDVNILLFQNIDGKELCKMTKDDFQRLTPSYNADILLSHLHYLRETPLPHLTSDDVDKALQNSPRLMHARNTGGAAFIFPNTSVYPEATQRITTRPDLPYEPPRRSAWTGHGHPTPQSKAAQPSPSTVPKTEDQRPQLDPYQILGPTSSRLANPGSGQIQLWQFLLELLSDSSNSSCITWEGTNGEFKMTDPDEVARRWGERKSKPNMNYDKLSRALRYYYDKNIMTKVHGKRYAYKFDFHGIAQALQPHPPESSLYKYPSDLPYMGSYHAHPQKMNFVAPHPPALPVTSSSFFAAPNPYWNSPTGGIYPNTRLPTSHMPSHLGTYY
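His-tagged ERG Ets domain (1 uM in the protein solution; 300mM KCl, 50mM Tris-HCl, 1mM EDTA, 1mM DTT, pH 7.5) received compound, then a probe mix of 5 nM fluorescein-DNA and 100nM Texas-615-DNA. Fluorescence polarization was read for both dyes.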
BLM helicase inh – blocks DNA unwinding by human BLM helicase | P54132 | recombinant BLM DNA unwinding, fluorescence dequenching | Potency, µM (titrated, usually from 56.1 µM), inactives show at the top dose activity change, negative = inhibition, most hits filed as inhibitors | actives 0.2% (n = 350,000) | AID 2528;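 also: potency is read from the fitted curve at half-maximal effect; plate controls were vehicle for no effect and no enzyme for full effect; nearly all actives have a fitted effect of over 35% in size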
POLK inh – blocks human DNA polymerase kappa activity; Q9UBT6; actives 0.53% (n = 400,000); purified Pol kappa, fluorescent DNA synthesis assay, 10 min; Potency, µM (highest dose often 107 µM), inactives show at the highest dose activity, negative = inhibition, hits mostly inhibitors; also: potency is read from the fitted curve at half-maximal effect; % is scaled to controls: 0 for no effect and ±100 for the full control effect
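First, compounds were pin-transferred onto 10 nM Pol kappa. After 15 min at room temperature, substrate was added to 50 nM final. Fluorescence was then measured kinetically at 0 and 10 min.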
APEX1 inh – blocks human APE1 abasic DNA cleavage. P27695. recombinant APE1, TAMRA/BHQ-2 abasic DNA cleavage fluorescence. Potency, µM (series often up to 65.8 µM), without a hit: top-dose activity change, negative = inhibition, most hits filed as inhibitors. actives 0.35% (n = 350,000). AID 2517;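 also: potency is read from the fitted curve at half-maximal effect; plate controls were vehicle for no effect and reference inhibitor for full effect; nearly all actives have a fitted effect of over 55% in size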
Target sequence (P27695 whole entry, looked up): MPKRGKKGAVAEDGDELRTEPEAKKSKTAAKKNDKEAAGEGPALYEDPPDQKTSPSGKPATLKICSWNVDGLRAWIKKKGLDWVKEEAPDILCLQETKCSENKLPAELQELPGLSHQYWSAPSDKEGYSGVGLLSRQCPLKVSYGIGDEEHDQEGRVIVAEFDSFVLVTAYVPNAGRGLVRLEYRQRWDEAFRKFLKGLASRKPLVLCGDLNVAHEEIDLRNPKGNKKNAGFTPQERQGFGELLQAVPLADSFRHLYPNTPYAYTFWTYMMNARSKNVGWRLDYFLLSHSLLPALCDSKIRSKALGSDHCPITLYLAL
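Readout is kinetic fluorescence (ex 525, em 598 nm) from cleavage of 50 nM TAMRA/BHQ-2 THF abasic duplex by 0.75 nM APE1, compound added 15 min beforehand at RT.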
TRHR ag – TRH receptor (human) agonism; P34981; TRHR cells, calcium flux fluo-8, FDSS agonist mode; activation, % at 2 µM; actives 0.18% (n = 360,000); AID 493084; in the data active = activation above about 30%; also: 0% is about no effect
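In this calcium-flux screen, cells bearing human TRHR are dye-loaded with fluo-8, baselined for 10 cycles, then exposed to library compounds; positive kinetic calcium responses during the agonist phase mark hits, with TRH as control.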
* marks the source's active call; other numbers are inactive results; u = inconclusive; x = not tested or not shown; & = joins results of further samples; [ ] = dose if it differs, or a comment. Unless noted, calls follow the shape of the dose curve; as a rule, active = well fitted curve in the direction sought with a large enough effect; inconclusive = small, poorly fitted or top-dose-only effect, or another doubt; inactive = no such curve, though single readings can be large; an effect the other way counts as inactive or inconclusive.

Structure,APEX1 inh,ERG-DNA inh,Pol beta inh,TRHR ag,BLM helicase inh,POLK inh,Anesthetic bind,ALOX12 inh,Pol iota inh
CC(C)C(=O)Nc1nnc(S(=O)(=O)N(C)Cc2ccc(F)cc2)s1,x,-4%,-2%,0.7,0%,-1%,-4%,-18%,17%
O=C(CN1CCN(c2ccccc2F)CC1)Nc1ccc2c(c1)CCC2,0%,-2%,-29%,0.3,-12%,0%,-15%,u,8%
CN(C)c1ccc(C(CNS(=O)(=O)c2cccc([N+](=O)[O-])c2)N2CCOCC2)cc1 (stereo not drawn),31%,2%,x,-0.1,x,1%,x,-20%,-2%
O=C(CC12CC3CC(CC(C3)C1)C2)N/N=C\c1ccc[nH]1,-1%,7%,-9%,0.7,-13%,-13%,-23%,-6%,43%[activator]
O=C(CSc1nnc(Nc2ccccc2)s1)NCC1CCCO1 (stereo not drawn),13%,-2%,x,0.2,x,-1%,x,8%,19%
O=C(CSc1nnc(C2CC2)n1-c1ccccc1)NC1CCS(=O)(=O)C1 (stereo not drawn),-4%,-4%,x,x,x,-6%,x,u,-5%
Cc1nn(C)c(C(=O)NNC(=S)NCc2ccco2)c1Br,-1%,1%,19%,-2.1,1%,-13%,2%,-13%,u
O=C(/C=C/Nc1ccc(F)cc1F)c1ccc(Br)cc1,x,2%,x,x,x,-4%,x,7%,-5%[58.9 µM]
O=C(NNC(=O)c1cc(Br)c(Br)s1)c1csc(N2CCOCC2)n1,4%,10%,x,0.0,x,-40%,x,6%,u
COc1ccccc1NC(=O)c1ccc(NC(=O)CN2CCCC2)cc1,-3%,-15%,-23%,0.9,1%,-3%,-6%,-19%,-4%
COc1ccc(-c2ccc(-c3noc(-c4ccccc4F)n3)c(OC)n2)cc1,7%,-3%,-3%,-0.1,3%,5%,3%,-2%,-15%
Cc1ccc(NS(=O)(=O)c2ccc(OCC(=O)NCC3CCCO3)cc2)cc1 (stereo not drawn),12%,-12%,17%,1.3,0%,-4%,-13%,-6%,22%
OC(c1ccccn1)C1CCN(Cc2nc(C(c3ccccc3)c3ccccc3)no2)CC1 (stereo not drawn),17%,16%,22%,-4.3,-6%,0%,-11%,-24%,-24%
Cc1ccnc(SCC(=O)Nc2cccc(S(=O)(=O)N3CCOCC3)c2)n1,20%,-8%,x,x,x,0%,x,-5%,6%
COc1cccc(-c2nc(CS(=O)(=O)CC(=O)NCCc3ccc(OC)cc3OC)c(C)o2)c1,-7%,-12%&3%,u,0.5&0.0,-2%&-4%,0%&-9%,-2%&55%,-4%&-18%,-11%&5%
CCc1ccc(-c2nc(CSCC(=O)NCc3ccc(C)cc3)c(C)o2)cc1,x,3%,u,0.6,-4%,-13%,39%[activator],-3%,8%
Cc1cnc(SCc2ccc(Cl)cc2Cl)[nH]c1=O,-1%,12%,16%,-0.5,-5%,6%,-4%,-2%,1%
COc1cc(C(=O)NNC(=O)CNC(=O)c2ccc(Br)o2)cc(OC)c1OC,23%,-3%,9%,0.3,-2%,-10%,-2%,u,2%
COc1ccc([N+](=O)[O-])cc1N(CC(O)CN(CC(C)C)CC(C)C)S(=O)(=O)c1ccccc1 (stereo not drawn),-1%,-10%,2%,0.5,8%,-14%,u,11%,-17%
Cc1cc(C)nc(NC(=O)Cc2cccs2)n1,2%,4%,u,0.3,0%,-4%,-2%,0%,0%
C=CCNc1oc(-c2ccc(OC)cc2)nc1C#N,1%,-7%,28%,-0.4,-4%,-1%,-2%,15%,-11%[58.9 µM]
COc1ccc(Cn2c(-c3ccco3)nc3oc4cc(OC)ccc4c(=O)c3c2=O)cc1,-6%,6%,u,0.1,-15%,u,u,u,u
COc1ccc(-c2cccc(-c3cc(=O)oc4ccc(C(C)(C)C)cc34)c2)cc1,-7%&-1%,-2%,x,x,-7%[75.6 µM],-7%,-23%[110 µM],u,6%
CC1CCCc2sc3ncn(N)c(=N)c3c21 (stereo not drawn),11%,-2%,u,-1.1,2%,-5%,u,34%[activator],64%[activator]
CCN1CCN(C(=O)c2ccc3c(c2)N(Cc2ccc(C)cc2)CCS3)CC1,9%,-1%,3%,-0.3,2%,-8%,0%,-12%,-11%
CCOC(=O)Cc1csc(NC(=O)CSc2nnc(C(C)C)n2CC)n1,2%,-3%,-27%,0.3,1%,5%,-2%,0%,-12%
O=C(Nc1ccccc1Cl)C1CC(=O)N(Cc2ccco2)C1 (stereo not drawn),-7%,-1%,x,0.6,x,-3%,x,1%,-8%
O=C(NCCNC(=O)c1ccccc1F)c1ccccn1,-1%,3%,25%,0.4,-2%,11%,3%,1%,8%
CCCn1c(SCC(=O)Nc2ccccc2Oc2ccccc2)n[nH]c1=O,-4%,9%,22%,-0.5,-5%,-6%,-14%,-19%,12%
Cc1ccc(S(=O)(=O)Nc2c(C(=O)O)[nH]c3ccccc23)cc1C,24%,-7%,16%,0.4,-5%,4%,-9%,u,27%
CC(=O)OCC(OC(C)=O)C(OC(C)=O)C(OC(C)=O)C(=O)Nc1cccc(C)c1 (stereo not drawn),17%,2%,u,-0.6,-4%,4%,0%,u,148%[activator]
CN(C)c1ccc(/C=C(\C#N)C(=O)Nc2nc3c(s2)CCN(Cc2ccccc2)C3)cc1,1%,u,10%,23,-2%,-3%,-18%,-3%,20µM*
COC(=O)CCCC1=CC2=CC(=O)C(C)(OC(=O)c3cccs3)C(=O)C2=CN1C1CCCC1 (stereo not drawn),-4%[12.4 µM],-5%,6%,0.6,-11%[12.4 µM],-8%,9%,88%[activator],u
COc1cc2[nH]c(=O)n(CCC(=O)N3CCN(c4cc(Cl)ccc4C)CC3)c(=O)c2cc1OC,3%,-7%,-8%,0.1,-11%,4%,-12%,-7%,17%
COc1nc(NC2CCCCC2)nc(NC(C)(C)C)n1,x,-1%,x,x,x,-19%,x,-29%,15%[58.9 µM]
CC(=O)Nc1nonc1C(=O)N1CCC(C)CC1,7%,2%,32%,0.7,-11%,-8%,5%,11%,9%[58.9 µM]
Cc1cc(Cl)ccc1OC(C)C(=O)Nc1cnn(CCCC(=O)O)c1 (stereo not drawn),-19%,3%,3%,0.5,3%,0%,-4%,21%,18%
C=CCOC(=O)C1=C(C)NC(=S)NC1/C=C/c1ccccc1 (stereo not drawn),-6%,9%,-24%,0.1,-1%,-14%,-23%,-26%,u
Cc1cc(C)cc(NC(=O)CSc2nc3ccccc3nc2N2CCCC2)c1,7%,5%,11%,0.0,-8%,-7%,-11%,-28%&56%,2%
CCN(CC)S(=O)(=O)c1ccc(NC(=S)Nc2ccc(F)cc2)cc1,8%,51%[activator],-3%,0.3,-3%,-14%,5%,u,1%
CC1CCCN(C(=O)COC(=O)CNS(=O)(=O)c2ccc3ccccc3c2)C1 (stereo not drawn),35%,11%,x,-0.5,x,-11%,x,-29%,8%
N#C/C(=C(/O)COC(=O)c1cccnc1Cl)c1nc2ccccc2[nH]1,0%,5%,0%,0.9,-6%,-7%,-14%,-2%,31%[activator]
O=C(Cn1cc(C(=O)C2CC2)c2ccccc21)NCc1ccccc1,0%,-8%,16%,-0.1,-5%,-3%,-9%,0%,18%
Fc1ccc(-c2nc(-c3cccs3)[nH]c2-c2ccc(F)cc2)cc1,1%,2%,1%,-0.5,-12%,-15%,-12%,-19%,17%
C=CCNc1nc(Cl)nc(NC2CCCCC2)n1,9%,1%,54%,-0.9,1%,4%,u,1%,120%[activator]
COc1ccc(C(CC(=O)c2ccccc2)CC(=O)c2ccccc2)cc1,-4%,9%,0%,1.6,-10%,-5%,-11%,0%,39%[activator]
COc1ccccc1C(O)(C(=O)NN(C(=O)c1ccccc1)c1ccccc1C)c1cccs1 (stereo not drawn),-3%,6%,11%,-0.3,-5%,-7%,-5%,12%,1%
COc1ccccc1C(=O)C1CCCN(C(=O)c2cccnc2SC)C1 (stereo not drawn),6%,1%,-18%,0.1,-1%,4%,-9%,-13%,76%[activator]
CCN(c1ccccc1)S(=O)(=O)c1ccc(C(=O)N(CCCN(C)C)c2nc3c(C)cccc3s2)cc1,1%,-6%,20%,1.0,2%,-6%,-21%,u,-8%
CCc1ccc(CN2CCN(c3ncccn3)CC2)cc1,51%[activator],-2%,-9%,-0.1,-6%,0%,-2%,u,15%
CC(Sc1ncccn1)C(=O)Nc1ccc2c(c1)OCO2 (stereo not drawn),3%,-2%,x,x,x,-9%,x,211%[activator],32%[activator]
O=C(CCc1nc(-c2cccs2)no1)NCc1ccc(F)cc1Cl,-3%,-9%,14%,-0.4,-5%,-8%,-17%,2%,20%
COc1cc2c(cc1OC)C(C(=O)NC(C)c1ccccc1)CC(=O)N2 (stereo not drawn),-7%,13%,19%,0.6,-1%,2%,4%,-3%,32%[activator]
CCOC(=O)[C@H](C)N1[C@H](C)[C@H](c2ccccc2)Oc2ccc(Cl)cc2S1(=O)=O,x,-1%,x,x,x,-8%,x,7%,15%
O=C(CN(Cc1ccccc1Cl)C(=O)CN1C(=O)CSc2ccccc21)NC1CC1,-8%,-8%,19%,1.6,-1%,0%,-15%,-3%,106%[activator]

Marked active in Pol iota inh, among the entries above:
SMILES | APEX1 inh | ERG-DNA inh | TRHR ag | BLM helicase inh | POLK inh | Anesthetic bind | ALOX12 inh | Pol iota inh
CN(C)c1ccc(/C=C(\C#N)C(=O)Nc2nc3c(s2)CCN(Cc2ccccc2)C3)cc1 | 1% | u | 23 | -2% | -3% | -18% | -3% | 20µM*

This is a subset, so the mix of outcomes need not match the whole.
